N370S GC: qHTS Assay for Inhibitors and Activators of N370S glucocerebrosidase as a Potential Chaperone Treatment of Gaucher Disease; Lysosomal acid glucosylceramidase (Homo sapiens), P04062; N370S GC spleen homogenate, 4MU-glucoside fluorescence; Potency, µM (titrated, usually from 59.4 µM), for the others: top-dose activity change, negative = inhibition, hits mostly inhibitors; hit rate 0.092% among 330,000;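 note: 0% = full enzyme activity and -100% = no enzyme basal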
GCN5L2 inh: qHTS Assay for Inhibitors of GCN5L2; GCN5L2 HAT assay, ThioGlo1 CoA-SH fluorescence; Potency, µM (top dose mostly 58.9 µM), for the others: at the highest dose activity change, negative = inhibition, usual class: inhibitors; hit rate 0.21% among 390,000; AID 504327, 2011
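Compounds, pin-transferred from DMSO stocks, meet 20nM GCN5L2 for 15 min before the reaction begins with H3(1-25) peptide (75uM) and acetyl-CoA (70uM). Thiol-reactive ThioGlo1 reports CoA release over 20 min at room temperature.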
FEN1 inh: qHTS Assay for the Inhibitors of Human Flap endonuclease 1 (FEN1). Recombinant FEN1 flap cleavage, fluorescence, 15 min. Potency, µM (highest dose often 114 µM), inactives show at the top dose activity change, negative = inhibition, usual class: inhibitors. hit rate 0.35% among 390,000. AID 588795, 2011; note: nearly all actives have a fitted effect of over 65% in size
Target sequence (P39748 whole entry, looked up): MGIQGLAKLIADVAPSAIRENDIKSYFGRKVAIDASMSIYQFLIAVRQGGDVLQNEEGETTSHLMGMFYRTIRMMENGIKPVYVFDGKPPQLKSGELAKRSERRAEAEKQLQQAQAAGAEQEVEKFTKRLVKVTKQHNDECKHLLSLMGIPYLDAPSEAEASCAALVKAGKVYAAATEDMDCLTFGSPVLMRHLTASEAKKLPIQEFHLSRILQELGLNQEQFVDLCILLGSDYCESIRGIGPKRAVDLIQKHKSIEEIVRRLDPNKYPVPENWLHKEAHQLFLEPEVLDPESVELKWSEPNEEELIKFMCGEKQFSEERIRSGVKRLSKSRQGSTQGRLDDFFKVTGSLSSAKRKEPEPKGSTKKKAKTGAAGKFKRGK
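Enzyme 10 nM, 15 min RT preincubation with compound; start with substrate 50 nM final; reads at 0 and 15 min; qHTS titration, four-parameter Hill fit.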
An asterisk follows results filed as active; ? = inconclusive; · = not tested or not shown; & = joins results of further samples; [ ] = another dose, or the depositor's remark. Calls come from the whole dose curve; as a rule, active = well fitted curve in the direction sought with a large enough effect; inconclusive = small, poorly fitted or top-dose-only effect, or another doubt; inactive = no such curve, though single readings can be large; an effect the other way counts as inactive or inconclusive. Unless noted, % is set by controls: 0 for no effect and ±100 for the full control effect; potency is the fitted concentration of half-maximal effect.

N370S GC	GCN5L2 inh	FEN1 inh	structure
·	-4.3%	6.5%	O=C(c1ccc(C(=O)N2CCCc3ccccc32)s1)N1CCCc2ccccc21
·	-5.2%	1.8%	CN(Cc1ccccc1)C(=O)c1[nH]cnc1C(=O)NCCCCCNC(=O)OC(C)(C)C
7.2%	-8.9%	-16.9%	COc1ccc(CN(C(=O)c2cc(=O)c3cc(C)cc(C)c3o2)C2CCS(=O)(=O)C2)cc1 (stereo not drawn)
24.6%	-12.1%	-5.2%	Cc1ccccc1-c1ccc(C(=O)NCc2ccccc2)o1
-8.7%	-7.5%	13.7%	CCc1[nH]nc(C(=O)N2CCCC(CO)(Cc3ccc(F)cc3F)C2)c1C (stereo not drawn)
13.8%	-7.8%	-9.3%	Cc1cccc(NS(=O)(=O)c2ccc3c(c2)OCCO3)c1
5.9%	5.2%	5.9%	Cc1cccc(-c2nc(CS(=O)CC(=O)NCC3CCCO3)c(C)o2)c1 (stereo not drawn)
-5.2%	-5.4%	-0.2%	COC(=O)c1cc(S(=O)(=O)NC2CCCCC2)cn1C
4.5%	-0.1%	16.7%	O=C(O)c1cc(Sc2ccc(Br)cc2)nc2ccccc12
-1.4%	-0.6%	-5.0%	Cc1ccc(C(=O)c2c3ccccc3[n+]([O-])n2[C@@H](C)C(N)=O)cc1

(further entries)
N370S GC	GCN5L2 inh	FEN1 inh	structure
·	0.0%	-2.3%	C[C@H](CO)N1C[C@H](C)[C@@H](CN(C)C)Oc2c(NC(=O)CCCCCC(=O)Nc3ccccc3N)cccc2C1=O
1.7%	-6.1%	-8.4%	C(=N\n1cnnc1)/c1ccc2c(c1)OCCO2
-13.6%	-1.3%	16.5%	C=CCn1c2ccccc2c2nnc(SCC(N)=O)nc21
5.8%	-7.0%	-12.5%	Cc1ccc(-c2nc3ccc(Cl)cc3c(=O)n2O)cc1
·	-9.3%	-6.0%	O=C(Nc1ccc(F)cc1)Nc1nnc(SCC(=O)N2CCCCC2)s1
2.8%	-5.0%	-2.2%	CN(Cc1ccncc1)C1CC(=O)N(c2ccc(Cl)cc2)C1=O (stereo not drawn)
9.5%	-3.3%	21.6%	OCCOCCNc1ncnc2nc[nH]c12
3.0%	-4.1%	-8.3%	CC(=O)c1cccc(NC(=O)CCS(=O)(=O)c2cccc3nonc23)c1
-1.2%	-2.7%	2.0%	CS(=O)(=O)c1ccc(Cl)c(NC(=O)c2cccc(N3C(=O)CCC3=O)c2)c1
·	2.5%	-2.8%	Cc1ccc(C(=O)NNC(=O)c2ccccc2)cc1S(=O)(=O)N1CCCCC1

(list continues)
N370S GC	GCN5L2 inh	FEN1 inh	structure
0.4%	-5.7%	-2.3%	CN(C)Cc1c(C(=O)N/N=C/c2ccco2)nnn1-c1nonc1N
·	-13.4%	-2.3%	N#Cc1ccsc1NC(=O)COC(=O)CCS(=O)(=O)c1ccccc1
4.7%	-3.2%	-10.0%	O=C1CC(/C=C/c2ccccc2)(C(=O)NC2CCCC2)N1c1ccc(S(=O)(=O)N2CCCC2)cc1 (stereo not drawn)
-19.7%	-13.4%	-6.9%	O=S(=O)(c1ccc(OC(F)(F)F)cc1)N1CCCC(c2ccccc2)C1 (stereo not drawn)
·	-4.8%	7.8%	COC(=O)c1ccc(CNC(=O)COC(=O)c2cccs2)cc1
17.4%	12.7%	-6.3%	CCC(=O)N1CCN(c2ccc(NC(=O)COc3ccccc3[N+](=O)[O-])cc2)CC1
11.9%	1.6%	-13.5%	O=C(NCc1ccco1)c1ccc(N2CCCCC2)c([N+](=O)[O-])c1
·	-12.4%	-17.4%	COC(=O)c1ccc(CSc2nc3c(c(=O)[nH]2)CCC3)cc1
-0.5%	1.9%	7.6%	COc1ccc(Br)cc1-c1noc(-c2ccccc2F)n1
-4.6%	-7.7%	1.2%	Cc1ccc(CNC(=O)c2cccnc2Cl)cc1

(continued)
N370S GC	GCN5L2 inh	FEN1 inh	structure
2.2%	?	0.7%	COc1ccc(-c2ccc3nnc(SCC(=O)NCC4CCCO4)n3n2)cc1 (stereo not drawn)
6.1%	-14.2%	5.8%	Cc1ccc(NS(=O)(=O)c2cccc([N+](=O)[O-])c2)nc1
4.5%	-9.6%	-3.2%	O=C(O)/C=C\C(=O)Nc1cccc(NC(=O)c2ccccc2)c1
-6.5%	-4.0%	-12.8%	CC(C)CC(=O)N1CCN(c2ccc([N+](=O)[O-])cc2Cl)CC1
-13.2%	1.4%&-7.4%	7.7%	COC(=O)C1=C(C)N(Cc2ccccc2)C(=NCCc2cccnc2)N[C@H]1c1ccc(Br)cc1
0.3%	2.2%	14.5%	CC(C)CC1=NN(C(=O)c2ccco2)C(O)(C(F)(F)F)C1 (stereo not drawn)
-1.1%	-1.4%	-1.4%	COc1ccc(CN(CC(=O)NCC2CCCO2)C(=O)CCC(=O)Nc2cc(C)on2)cc1 (stereo not drawn)
1.0%	1.1%	6.2%	CC(C)c1nc2sc3c(NCc4ccccc4)ncnc3c2c2c1COC(C)(C)C2
3.6%	-0.4%	-22.4%	CC(C)Cc1nc2sc3c(SCC(N)=O)ncnc3c2c2c1CCC2
9.7%	?	-4.4%	CCCCc1ccc(S(=O)(=O)Nc2cc(C)on2)cc1

The list goes on.
N370S GC	GCN5L2 inh	FEN1 inh	structure
20.8%	-22.0%	·	CC(=O)N1C=Cc2c(c(C)c3c([nH]c4ccccc43)c2C)C1
-14.3%	·	-13.3%	CNC(=O)c1sc(-c2ccc(Cl)cc2)nc1C
4.8%	-1.8%	19.2%	O=C(c1ccc2c(c1)OCCCO2)N1CCCCC1
-8.2%	-11.1%	8.3%	O=C(Nc1cccc(S(=O)(=O)N2CCCCCC2)c1)C1CCN(C(=O)c2ccc(Cl)cc2)CC1
-10.9%	-12.6%	?	O=C(O)CCC(=O)Nc1ccc(SSc2ccc(NC(=O)CCC(=O)O)cc2)cc1
-1.6%	-7.0%	-7.4%	CC(=O)N1CCOc2ccc(S(=O)(=O)N3CCC(C(=O)NCc4ccc(C)cc4)CC3)cc21
1.9%	-2.6%	-13.6%	CC(=O)N(CC(C)C(=O)O)c1c(I)cc(I)c(N)c1I (stereo not drawn)
7.08µM*	16.1%	8.6%	CCOc1ccc(N(CC(=O)Nc2ccc(C)c(C)c2)S(=O)(=O)c2c(C)[nH]c(=O)[nH]c2=O)cc1
?	1.7%	2.0%	Cc1ccc2n(n1)c(=O)c(Cc1ccccc1)c([O-])[n+]2-c1ccccc1
-9.4%	-2.4%	0.9%	OCC1(Cc2ccccc2)CCN(C2CCN(c3ccc(F)c(F)c3)CC2)CC1

Next section:
N370S GC	GCN5L2 inh	FEN1 inh	structure
1.5%	-18.4%	16.9%	Cc1cccc(C)c1OCCN1CCCC1
·	-4.9%	-17.5%	Cc1cc(Cl)ccc1NS(=O)(=O)c1cc2[nH]c(=O)c(=O)[nH]c2cc1C
10.2%	-14.2%	1.8%	COc1ccc(/C=C/CN2CCC(CO)(Cc3ccccc3Cl)CC2)cc1
·	-4.8%	17.9%	O=C(COC(=O)CCNS(=O)(=O)c1ccccc1)Nc1ccc(OC(F)F)cc1
0.8%	-14.3%	-0.7%	COc1ccc(NC(=O)[C@H](Cc2c[nH]c3ccccc23)NC(=O)[C@@H]2Cc3ccccc3CN2)cc1
14.6%	?	-5.9%	CCn1nc(C(=O)Nc2cccc3ccccc23)c(Cl)c1Cl
·	-5.3%	7.9%	O=C(CSc1ncn[nH]1)NCCc1ccccc1
-14.1%	-9.1%	4.1%	COc1ccc(NC(=O)C2CCN(c3ncnc4c3nc3n4CCCCC3)CC2)cc1Cl
12.1%	?	-8.2%	COc1ccc(CNC(=O)Nc2ccc(C)c(C)c2)cc1
-11.6%	-3.9%	0.2%	O=C(CCS(=O)(=O)c1ccc(Br)s1)Nc1ccccc1Br

(list continues)
N370S GC	GCN5L2 inh	FEN1 inh	structure
-26.4%	-20.2%	-1.9%	Oc1cccc(Nc2nc(N3CCOCC3)nc(N3CCOCC3)n2)c1
-5.6%	-9.1%	-2.2%	Nc1nc2n(n1)C(c1cccs1)CC(c1ccc(Br)cc1)N2 (stereo not drawn)
19.9%	0.5%	?	O=C(CSc1nc2nc(-c3cccs3)cc(C(F)(F)F)c2c(=O)[nH]1)Nc1ccc(F)c(F)c1
2.0%	-1.5%	-10.1%	CCc1nc(N2CCN(C(=O)c3ccco3)CC2)c(C#N)c2c1COC(C)(C)C2
15.7%	0.0%	-5.3%	CCC(C)c1ccc(NC(=O)COC(=O)C2=COCCO2)cc1 (stereo not drawn)
-5.2%	-6.0%	3.2%	Cc1ccc(N2CC(NC(=O)C(=O)c3c[nH]c4ccccc34)CC2=O)cc1C (stereo not drawn)
·	-0.1%	-9.2%	O=C(OCc1cc(=O)n2nc(-c3cccs3)sc2n1)c1ccccc1
-12.6%	-11.2%	10.8%	COc1ccc(N2CCN(C(=O)COC(=O)c3ccccc3OCc3ccc(F)cc3)CC2)cc1
3.8%	1.6%	6.3%	COc1ccc(Cl)cc1N1C(=N)SCC1=O
-7.9%	-5.7%	-2.1%	Cc1ccc(-c2nnc(OCc3cccnc3)c3ccccc23)cc1

Going on with the list.
N370S GC	GCN5L2 inh	FEN1 inh	structure
·	-4.2%	-6.4%	COc1ccc(NC(=O)C2=CC=CN3CCS(=O)(=O)N=C23)c(OC)c1
20.5%	6.1%	-4.0%	CCn1cc(C(=O)N2CC=C(c3ccccc3)CC2)c(=O)c2ccc(C)nc21
-6.0%	1.8%	2.4%	CC1(c2ccccc2)NC(=O)N(NC(=O)COC(=O)c2cc(Br)ccc2O)C1=O (stereo not drawn)
-10.0%	-5.9%	-0.8%	CN1CCCN(C(=O)c2c(F)cccc2Cl)CC1
-15.6%	-2.6%	-5.4%	Cc1ccccc1N1CCN(CCCCN2C(=O)C3CCCN3C2=O)CC1 (stereo not drawn)
-4.9%	-2.0%	-2.5%	O=C1CCCC(=O)C1Sc1ccc(Cl)cc1
5.3%	-4.8%	-9.4%	O=[N+]([O-])c1ccccc1CSc1nc2ccccc2o1
4.6%	-6.4%	-14.1%	CN(CC(=O)Nc1ccc(Cl)c(C(F)(F)F)c1)C(=O)c1ccc2c(c1)OCCO2
-7.8%	-0.3%	-1.4%	O=C(COc1nncc2ccccc12)Nc1c(F)c(F)c(F)c(F)c1F
-3.0%	-10.6%	6.7%	Cc1ccc(C(=O)N/C(=C\c2ccco2)C(=O)NCCCn2ccnc2)cc1

Among those listed so far, these have an aryl thioether with sulfur outside any ring:
N370S GC	GCN5L2 inh	FEN1 inh	structure
4.5%	-0.1%	16.7%	O=C(O)c1cc(Sc2ccc(Br)cc2)nc2ccccc12
-13.6%	-1.3%	16.5%	C=CCn1c2ccccc2c2nnc(SCC(N)=O)nc21
·	-9.3%	-6.0%	O=C(Nc1ccc(F)cc1)Nc1nnc(SCC(=O)N2CCCCC2)s1
·	-12.4%	-17.4%	COC(=O)c1ccc(CSc2nc3c(c(=O)[nH]2)CCC3)cc1
2.2%	?	0.7%	COc1ccc(-c2ccc3nnc(SCC(=O)NCC4CCCO4)n3n2)cc1 (stereo not drawn)
3.6%	-0.4%	-22.4%	CC(C)Cc1nc2sc3c(SCC(N)=O)ncnc3c2c2c1CCC2
·	-5.3%	7.9%	O=C(CSc1ncn[nH]1)NCCc1ccccc1
19.9%	0.5%	?	O=C(CSc1nc2nc(-c3cccs3)cc(C(F)(F)F)c2c(=O)[nH]1)Nc1ccc(F)c(F)c1
-4.9%	-2.0%	-2.5%	O=C1CCCC(=O)C1Sc1ccc(Cl)cc1
5.3%	-4.8%	-9.4%	O=[N+]([O-])c1ccccc1CSc1nc2ccccc2o1

(cont.)
N370S GC	GCN5L2 inh	FEN1 inh	structure
10.5%[21.6 µM]	48.3%[activator][21.4 µM]	·	CC1(C)O[C@@H]2C[C@H]3[C@H]4C[C@H](F)C5=CC(=O)C=C[C@@]5(C)[C@@H]4[C@H](O)C[C@]3(C)[C@]2(C(=O)CO)O1
7.3%	1.1%	0.1%	O=C(Nc1ccccc1-c1ccccc1)C(c1ccccc1)c1ccccc1
-6.2%	3.5%	2.9%	COc1cc(/C=N/NC(=O)c2ccc(CN(C)S(=O)(=O)c3ccc(C)cc3)cc2)ccc1O
19.8%	-7.1%	4.5%	c1ccc(-c2cc(CSc3nc4ccccc4[nH]3)on2)cc1
6.9%	1.7%	-18.4%	Cc1ccc(S(=O)(=O)N(CCCO)Cc2cc3c(C)ccc(C)c3[nH]c2=O)cc1
-6.2%	3.2%	-1.0%	Cc1ccc(NC(=O)CSc2nc3ccccc3c(=O)n2CCCC(=O)NCC2CCCO2)cc1 (stereo not drawn)
5.8%	-13.2%	-25.4%	COc1cccc(-c2nn(C)c3sc(C(=O)N4CCOCC4)cc23)c1
-10.3%	0.3%&-14.4%	-15.3%&-11.5%	COc1ccccc1N1CCN(C(=O)c2sc3nc4n(c(=O)c3c2C)CCC4)CC1
-6.1%	-4.4%	-3.7%	CCCNC(=O)c1onc(CSc2ccc(Cl)cc2)c1C(=O)NC(C)C
-21.0%	-16.1%	-9.7%	COc1ccc(S(=O)(=O)NCC(c2cccs2)N2CCc3ccccc3C2)cc1 (stereo not drawn)
4.0%	-21.0%	-7.9%	CCn1c(CSc2nc(C)cc(C)n2)nnc1SCC(=O)N1CCCc2ccccc21

Not all compounds are listed; count on the stated rates, not on these rows.
